High-throughput results (PubChem BioAssay)
M4 antag: blocks acetylcholine activation of human M4 receptor. inhibition, % at 3 µM. CHO-hM4 cells, ACh EC80, Fluo-8 calcium fluorescence. P08173. 360,000 compounds, 0.73% hits. AID 624125;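 active means inhibition above its plate's cutoff, the mean inhibition of sample wells plus 3 SD, cut at about 27% in these data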;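 further: 0% = acetylcholine EC80 with DMSO and 100% = DMSO without agonist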
Target sequence (P08173 whole entry, looked up): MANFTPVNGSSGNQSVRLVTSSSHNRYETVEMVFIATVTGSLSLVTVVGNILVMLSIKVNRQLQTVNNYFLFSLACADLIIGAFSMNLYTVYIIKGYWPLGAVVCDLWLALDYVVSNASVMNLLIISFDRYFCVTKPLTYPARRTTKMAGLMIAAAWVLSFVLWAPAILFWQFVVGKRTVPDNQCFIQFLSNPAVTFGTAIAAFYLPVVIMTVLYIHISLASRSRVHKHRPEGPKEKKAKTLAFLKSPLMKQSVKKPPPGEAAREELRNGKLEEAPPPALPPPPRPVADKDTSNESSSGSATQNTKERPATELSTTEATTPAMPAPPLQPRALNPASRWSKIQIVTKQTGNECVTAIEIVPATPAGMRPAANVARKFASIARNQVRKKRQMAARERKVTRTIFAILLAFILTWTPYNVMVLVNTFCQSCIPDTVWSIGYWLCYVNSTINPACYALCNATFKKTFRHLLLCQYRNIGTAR
CHO parental Ca: signal in parental CHO cells, OX1R antagonist counter-screen | inhibition, % at 5.6 µM | 330,000 compounds, 0.63% hits | AID 463079 | parental CHO-K1, ATP-induced calcium, Fluo-8 fluorescence;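 active means inhibition above that plate's mean sample inhibition plus 3 SD, cut at about 26% in these data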;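 further: 0% = ATP-challenged DMSO wells and 100% = DMSO wells without ATP; some compounds past the cut are filed as inactive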
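Material: parental CHO cells / Compound: single nominal dose of 5.6 µM per compound / Signal: Fluo-8 fluorescence / Replicates: singlicate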
OXTR potentiator: potentiates the human oxytocin receptor response; AID 2445; 320,000 compounds, 0.061% hits; P30559; activation, % at 3 µM; CHO-OTR cells, Fluo-8 calcium fluorescence, potentiator mode; 0% = oxytocin EC15, 100% = EC100;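 active means activation above that plate's cutoff, the mean activation of tested compounds plus 3 SD, cut at about 6.6% in these data, passing the limit was not always enough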;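 further: 100% uses oxytocin at 75 nM as the full agonist control; some results filed as inactive read as strong as hits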
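Assay system: CHO cell line stably expressing human OTR | Also added: Oxytocin at about EC15, sub-maximal agonist stimulus | Times: Compound 6 min at room temperature before oxytocin, 100 s read | Measured by: Fluo-8 intracellular calcium fluorescence, ex 470-495, em 515-575 nm | Controls: EC15 oxytocin alone as 0%, 75 nM oxytocin as 100%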
CHRM1 antagonist: antagonists of human M1 muscarinic receptor. P11229. CHO-K1 hM1, Fluo-8 calcium fluorescence, ACh EC80 antagonist. inhibition, % at 3 µM. 360,000 compounds, 1.3% hits;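 active means percent inhibition above its own plate's cutoff, namely the mean of that plate's compound wells plus 3 SD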;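 further: peak over basal fluorescence ratio during 140 s after agonist addition; 0% = ACh EC80 plus DMSO and 100% = DMSO alone without agonist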
Target sequence (P11229 whole entry, looked up): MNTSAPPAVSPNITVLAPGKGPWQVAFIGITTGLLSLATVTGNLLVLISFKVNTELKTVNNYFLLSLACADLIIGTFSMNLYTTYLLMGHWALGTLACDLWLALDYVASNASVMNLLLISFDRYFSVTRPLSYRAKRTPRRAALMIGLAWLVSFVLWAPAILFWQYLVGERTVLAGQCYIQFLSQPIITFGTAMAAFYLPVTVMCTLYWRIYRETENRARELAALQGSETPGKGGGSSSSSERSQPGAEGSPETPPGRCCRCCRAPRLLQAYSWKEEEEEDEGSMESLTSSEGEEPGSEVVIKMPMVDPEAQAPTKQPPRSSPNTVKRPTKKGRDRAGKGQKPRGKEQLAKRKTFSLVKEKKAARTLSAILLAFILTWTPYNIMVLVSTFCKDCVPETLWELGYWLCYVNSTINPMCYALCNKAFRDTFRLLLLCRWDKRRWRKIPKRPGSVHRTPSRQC
CHO-K1 Ca antag: counter-screen for M1 antagonists: effect in parental CHO-K1 cells. ATP-induced calcium, Fluo-8 fluorescence. inhibition, % at 3 µM. 360,000 compounds, 0.6% hits;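 active means inhibition above a per-plate cutoff, the plate's mean sample inhibition plus 3 SD, cut at about 24% in these data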;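 further: 0% = DMSO plus EC80 ATP and 100% = DMSO alone without ATP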
CHO-K1 Ca ag: nonselective activator or artifact in parental CHO-K1 cells; Fluo-8 calcium fluorescence; scaled to maximal ATP response, vehicle zero; activation, % at 3 µM; 360,000 compounds, 0.48% hits; AID 602248; in the data active means activation above about 15%;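 further: untransfected CHO-K1 host cells lacking M1 receptor as counterscreen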
M1 PAM: potentiates human M1 receptor response to acetylcholine. P11229. CHO-K1 hM1, Fluo-8 calcium fluorescence, ACh EC20; 0% = ACh EC20, 100% = maximal ACh. activation, % at 3 µM. 360,000 compounds, 0.088% hits. AID 588819; in the data active means activation above about 19%, passing the limit was not always enough
CHRM1 agonist: activates human CHRM1 receptor. P11229. CHO-K1 hM1, Fluo-8 calcium fluorescence, agonist mode; 0% DMSO, 100% acetylcholine EC100. activation, % at 3 µM. 360,000 compounds, 0.33% hits. AID 588814;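 active means activation above the run's mean compound activation plus 3 SD, cut at about 16% in these data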;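 further: peak over basal fluorescence ratio within a 140 s kinetic read after compound addition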
M4 ag: CHRM4 agonism in calcium assay; CHO-K1 hM4/Gqi5, Fluo-8 calcium fluorescence; vehicle 0%, full acetylcholine response 100%; activation, % at 3 µM; 360,000 compounds, 0.14% hits; AID 624127;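 active means activation above the run mean over all test wells plus 3 SD, cut at about 32% in these data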;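 further: peak over basal fluorescence ratio per well then scaled between controls; 0% = DMSO wells and 100% = acetylcholine at EC100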
The depositor's hits bear a star; . = not tested or not shown.

SMILES	M4 antag	CHO parental Ca	OXTR potentiator	CHRM1 antagonist	CHO-K1 Ca antag	CHO-K1 Ca ag	M1 PAM	CHRM1 agonist	M4 ag
CC(Oc1ccc(Cl)cc1Cl)C(=O)Nc1ncccn1 (stereo not drawn)	-6.3	-3.9	-1.8	3.7	-20.3	0.1	-0.8	-3.6	0.0
C/C(=N/NC(=O)c1nnn(-c2nonc2N)c1COc1ccccc1)c1ccc(O)cc1	7.3	0.6	-1.5	-7.5	3.6	0.3	9.4	1.4	1.4
Cc1ccc(C)c(OCCn2nnc3ccccc32)c1	9.8	-4.7	7.0	-5.2	-1.0	0.8	0.9	-4.3	0.7
Cc1c(O)ccc(/C=N/Nc2ncccc2[N+](=O)[O-])c1O	3.9	-1.1	-1.3	-26.0	-4.3	1.3	12.2	-4.8	-1.4
Cc1nn2c(=O)cc(CSc3ccccc3NC(=O)c3ccccc3)nc2s1	-10.7	-12.7	-5.5	8.4	-17.9	1.2	-2.9	0.2	-0.4
C=CCOc1ccc(C2NC(=S)NC(C)=C2C(=O)c2ccccc2)cc1OC (stereo not drawn)	0.7	-8.0	-3.3	-11.8	-1.9	-0.9	14.7	3.0	-0.2
CCOc1cc(C(=O)Nc2cc(C(=O)OC)ccc2C)ccc1OCC(=O)N1CCOCC1	-10.3	-8.4	2.1	3.4	-14.2	0.3	-0.5	-1.2	1.9
O=S1(=O)N=C(N(Cc2cccs2)c2ccc(O)cc2)c2ccccc21	4.8	-13.2	-5.7	17.7	-13.1	1.0	-12.2	-6.0	1.4
CN1CCCN(C(=O)c2cccc(Cl)c2)CC1	-2.3	-6.8	-9.0	-9.1	-4.2	0.7	1.5	-9.7	1.4
Cc1cc(NC(=O)CSc2nnc(-c3ccccc3)n2Cc2ccco2)no1	-5.8	-21.4	-3.3	-8.5	-10.1	0.2	5.8	-2.0	0.3
COc1ccc(NC(=O)NC[C@@H]2CC[C@@H](Cc3ccc(-c4ccccc4)cc3)O2)cc1	-5.5	9.8	.	-1.9	-13.3	0.8	0.4	-2.1	3.5
O=C1C(=O)N(Cc2ccco2)C(c2cccc(Cl)c2)/C1=C(\O)c1ccc2c(c1)OCCO2 (stereo not drawn)	12.3	-21.4	-26.3	-4.4	-8.0	0.4	0.9	-4.9	0.6
COc1ccc(CC(N)c2csc(NC(=O)Nc3ccc(C(C)C)cc3)n2)cc1 (stereo not drawn)	3.5	.	.	12.9	1.6	1.1	-3.3	0.6	18.0
CC(=O)/C(=C/N(C)C)C(=O)Nc1ccc(Cl)cc1Cl	2.1	-32.2	-4.8	2.0	-3.9	0.3	-2.1	-2.5	0.6
CCC1CCC2(CC1)NC(=O)N(CC(=O)c1c(C)[nH]c3ccccc13)C2=O (stereo not drawn)	-3.5	-15.2	-5.6	9.2	4.3	0.9	-2.9	-3.8	1.6
Cc1ccc(C)c(C(=O)OCC(=O)N(C)c2ccccc2)c1	-3.7	-24.9	-1.7	1.1	-20.4	0.7	-0.3	-9.4	0.3
O=C(CSc1ccc(-c2ccccn2)nn1)NCc1ccc(Cl)cc1	-4.1	-11.1	-3.3	-21.4	13.9	-0.3	18.3	0.0	1.1
CCN(CC)c1ccc(-n2cc3c(=O)n(C)c(=O)n(C)c3c2)cc1	-2.4	-15.2	1.6	-25.1	-7.0	-0.3	2.0	-7.4	-0.2
CN1/C(=C\C(=O)COC(=O)C2COc3ccccc3O2)C(C)(C)c2ccccc21 (stereo not drawn)	2.4	-4.9	-4.0	-6.9	1.3	0.3	5.3	0.7	1.1
COc1ccc(C(C)(O)c2nc(-c3cccs3)cs2)cc1 (stereo not drawn)	-9.5	.	.	-7.4	-0.2	1.4	2.7	-3.0	2.8
O=C(CCCCn1c(=O)[nH]c2ccsc2c1=O)NCc1ccc2c(c1)OCO2	-8.0	-1.0	-2.8	-1.8	-6.1	0.5	-3.8	-6.7	3.3
O=C(O)c1ccc(Cl)c(NC(=O)C2CCN(S(=O)(=O)c3cccs3)CC2)c1	-9.8	.	.	-23.5	22.8	-0.3	18.8	0.0	0.3
CC1CC(C)CN(S(=O)(=O)c2cc3c4c(c2)CCC(=O)N4CCC3)C1 (stereo not drawn)	0.5	10.0	-2.7	-11.9	4.6	-0.2	7.2	-4.0	0.0
O=C(CCc1nc2ccccc2c(=O)[nH]1)Nc1nc(-c2cccs2)cs1	-3.2	-5.2	-9.5	3.7	8.6	17.8*	0.1	2.0	14.8
CCOC(=O)N1CCN(C(c2ccc(Cl)cc2)c2sc3nc(C)nn3c2O)CC1 (stereo not drawn)	0.3	-4.5	0.0	-7.8	-2.1	0.8	9.1	-4.1	-0.8
Carrying on:
SMILES	M4 antag	CHO parental Ca	OXTR potentiator	CHRM1 antagonist	CHO-K1 Ca antag	CHO-K1 Ca ag	M1 PAM	CHRM1 agonist	M4 ag
CCS(=O)(=O)C1=NN2C(=N)/C(=C\c3ccc(OC(=O)c4ccco4)cc3)C(=O)N=C2S1	-6.2	-14.0	-4.0	-2.3	9.1	0.1	11.1	1.2	-0.6
CCS(=O)(=O)N1N=C(c2cccs2)CC1c1cc2cc(C)ccc2nc1Cl (stereo not drawn)	6.1	-13.9	-1.9	-7.6	-15.4	0.1	2.4	-2.7	-0.2
CC1(C)N=C(N)N=C(N)N1c1cccc(CN)c1	-3.8	10.0	-3.9	-15.7	7.7	-0.7	12.5	-7.0	0.3
Cc1ccc(NS(=O)(=O)c2c(C)[nH]c(C)c2C(=O)N2CCCC2)cc1	-19.7	-9.9	-4.5	-9.2	-7.0	-0.3	10.1	-1.5	1.0
CC(=O)Nc1c(OC(C)=O)ccc2c(C)cc(=O)oc12	-7.2	-11.2	-0.1	-1.4	-7.9	0.6	9.3	-2.4	0.7
CCOc1ccccc1-n1c(=S)sc2c(=O)n(-c3ccccc3)c(=S)[nH]c21	-9.6	-13.2	-1.6	-7.2	1.0	-0.9	9.3	-1.5	1.6
CCN(CC(=O)NCc1ccc(Cl)cc1)C(=O)c1ccc(S(=O)(=O)N(C)C)cc1	2.5	-12.4	-2.7	-1.8	-14.4	1.8	7.6	-7.2	2.0
COc1cccc(-c2ccc(-c3noc(-c4ccccc4F)n3)c(OC)n2)c1	2.3	-9.1	2.9	6.0	8.9	0.1	-0.4	-2.1	1.8
CC1(C)CN=C(N(C(=O)Nc2ccccc2)c2ccccc2F)S1	-11.1	-0.6	-9.0	-17.9	-11.1	5.7	13.2	-4.9	1.5
COc1ccc(CN2C(=O)C(CC(C)C)Nc3ncnc(N4CCOCC4)c32)cc1 (stereo not drawn)	0.7	-15.7	-7.1	6.5	-7.1	0.2	1.2	-2.5	0.7
S=C(NC1CCCCC1)NC1CC2C=CC1C2 (stereo not drawn)	5.2	1.3	-9.0	-5.4	0.4	1.4	3.0	-4.3	0.2
C=CCNC(=O)C(=O)Nc1cc2c3c(c1)CCC(=O)N3CCC2	0.3	-9.0	-6.7	0.6	-3.5	1.1	4.2	-2.7	1.0
COc1ccc(-c2nc(C#N)c(N3CC(C)OC(C)C3)o2)cc1OC (stereo not drawn)	-1.3	-17.9	-7.2	4.4	-6.2	0.3	1.0	-2.8	-0.1
Cc1cc(C)c(NC(=O)C2CCCN(S(=O)(=O)c3c(C)noc3/C=C/N(C)C)C2)c(C)c1 (stereo not drawn)	1.1	-7.3	-5.0	-4.2	-11.2	1.6	1.6	-2.5	1.1
NC(=O)c1ccc(NC(=O)COC(=O)CCSc2ccccc2)cc1	-2.3	-2.4	-0.6	-13.8	-3.1	1.8	6.2	1.2	3.5
O=C(NCc1ccc2[nH]c3c(c2c1)CCCC3)c1ccc(S(=O)(=O)N2CCCCC2)cc1	-9.7	-14.8	-3.5	-16.2	-11.2	0.1	10.3	-3.5	3.6
CCCCOCCCNC(=O)C[C@@H]1C[C@@]2(C(=O)OC)CCCCC=C2N(Cc2ccccc2)C1=O	10.9	.	.	.	-16.3	1.8	.	.	5.2
O=C(NCc1ccco1)C(c1ccco1)N(CCc1ccccc1)C(=O)Cn1nnc2ccccc21 (stereo not drawn)	-8.2	-11.6	-13.7	-8.4	-7.3	0.0	3.4	-4.5	2.4
CCOc1ccc2ccccc2c1/C=N\NC(=O)c1ccc([N+](=O)[O-])cc1	-0.7	-14.5	-6.8	-19.1	-11.9	0.3	15.4	-0.7	-0.1
C[C@H]1Oc2ccccc2C(=O)C1C(=O)c1ccccc1 (stereo partly drawn)	0.6	-3.5	-4.5	-17.3	-12.2	-0.4	17.1	-3.8	-0.7
CC1(C)CC(=O)c2c(O)cc(OCC(=O)Nc3ccc(S(N)(=O)=O)cc3)cc2O1	-5.5	-7.8	-3.3	-7.7	3.3	2.9	1.1	-5.5	2.8
Nc1nc(-c2ccccc2)c(N=Nc2ccccc2Cl)s1	6.8	1.9	-5.1	-5.1	-0.5	-1.6	12.2	-11.5	-1.8
COc1ccc(C(=O)NC2CCCc3c2cnn3-c2cc(F)cc(F)c2)c(OC)n1 (stereo not drawn)	-8.9	-21.4	1.9	-23.0	-10.5	-0.6	14.8	-5.0	-1.9
Cc1cnc(NC(=O)Cc2ccccc2F)s1	1.1	-4.1	-0.5	-10.8	-10.6	0.5	7.1	-4.3	-0.5
COc1ccc(CCNc2cc(C)nc(N)n2)cc1OC	-5.5	.	.	-7.1	-7.7	0.8	1.9	-6.5	5.1
Cc1cc(=O)oc2c3c(cc(OCC(=O)NC(Cc4ccc(Cl)cc4)C(=O)O)c12)OC(C)(C)CC3 (stereo not drawn)	8.1	-19.6	4.5	1.1	-1.1	-0.7	-2.3	-3.3	-0.5
CCN(CC(=O)Nc1c(F)cccc1F)C(=O)CSCC(=O)Nc1cc(C)on1	-9.6	-2.9	6.0	-0.4	-2.9	0.7	4.6	-3.3	1.5

Record cards, as listed above. Screens in order: M4 antag	CHO parental Ca	OXTR potentiator	CHRM1 antagonist	CHO-K1 Ca antag	CHO-K1 Ca ag	M1 PAM	CHRM1 agonist	M4 ag
`Cc1cc(=O)oc2c3c(cc(OCC(=O)NC(Cc4ccc(Cl)cc4)C(=O)O)c12)OC(C)(C)CC3` (stereo not drawn) is listed with 8.1	-19.6	4.5	1.1	-1.1	-0.7	-2.3	-3.3	-0.5
`CCN(CC(=O)Nc1c(F)cccc1F)C(=O)CSCC(=O)Nc1cc(C)on1` is listed with -9.6	-2.9	6.0	-0.4	-2.9	0.7	4.6	-3.3	1.5
`C[C@H]1Oc2ccccc2C(=O)C1C(=O)c1ccccc1` (stereo partly drawn) is listed with 0.6	-3.5	-4.5	-17.3	-12.2	-0.4	17.1	-3.8	-0.7
`S=C(NC1CCCCC1)NC1CC2C=CC1C2` (stereo not drawn) is listed with 5.2	1.3	-9.0	-5.4	0.4	1.4	3.0	-4.3	0.2

Rows are unselected; overall some 2.9% were active at least once.
